KDM5B inh: blocks human KDM5B histone demethylase activity; Q9UGL1; KDM5B demethylase, FDH-coupled NADH fluorescence (FDH is formaldehyde dehydrogenase); Potency, µM (highest dose often 57.7 µM), without a hit: at the highest dose activity change, negative = inhibition, usual class: inhibitors; 220,000 tested, 2.6% active; active = well fitted inhibition curve with a large enough effect; inconclusive = small, poorly fitted or top-dose-only effect; inactive = no such curve, though single readings can be large or run the other way; note: 0% is about no effect; nearly all actives have a fitted effect of over 70% in size
Target sequence (Q9UGL1 whole entry, looked up): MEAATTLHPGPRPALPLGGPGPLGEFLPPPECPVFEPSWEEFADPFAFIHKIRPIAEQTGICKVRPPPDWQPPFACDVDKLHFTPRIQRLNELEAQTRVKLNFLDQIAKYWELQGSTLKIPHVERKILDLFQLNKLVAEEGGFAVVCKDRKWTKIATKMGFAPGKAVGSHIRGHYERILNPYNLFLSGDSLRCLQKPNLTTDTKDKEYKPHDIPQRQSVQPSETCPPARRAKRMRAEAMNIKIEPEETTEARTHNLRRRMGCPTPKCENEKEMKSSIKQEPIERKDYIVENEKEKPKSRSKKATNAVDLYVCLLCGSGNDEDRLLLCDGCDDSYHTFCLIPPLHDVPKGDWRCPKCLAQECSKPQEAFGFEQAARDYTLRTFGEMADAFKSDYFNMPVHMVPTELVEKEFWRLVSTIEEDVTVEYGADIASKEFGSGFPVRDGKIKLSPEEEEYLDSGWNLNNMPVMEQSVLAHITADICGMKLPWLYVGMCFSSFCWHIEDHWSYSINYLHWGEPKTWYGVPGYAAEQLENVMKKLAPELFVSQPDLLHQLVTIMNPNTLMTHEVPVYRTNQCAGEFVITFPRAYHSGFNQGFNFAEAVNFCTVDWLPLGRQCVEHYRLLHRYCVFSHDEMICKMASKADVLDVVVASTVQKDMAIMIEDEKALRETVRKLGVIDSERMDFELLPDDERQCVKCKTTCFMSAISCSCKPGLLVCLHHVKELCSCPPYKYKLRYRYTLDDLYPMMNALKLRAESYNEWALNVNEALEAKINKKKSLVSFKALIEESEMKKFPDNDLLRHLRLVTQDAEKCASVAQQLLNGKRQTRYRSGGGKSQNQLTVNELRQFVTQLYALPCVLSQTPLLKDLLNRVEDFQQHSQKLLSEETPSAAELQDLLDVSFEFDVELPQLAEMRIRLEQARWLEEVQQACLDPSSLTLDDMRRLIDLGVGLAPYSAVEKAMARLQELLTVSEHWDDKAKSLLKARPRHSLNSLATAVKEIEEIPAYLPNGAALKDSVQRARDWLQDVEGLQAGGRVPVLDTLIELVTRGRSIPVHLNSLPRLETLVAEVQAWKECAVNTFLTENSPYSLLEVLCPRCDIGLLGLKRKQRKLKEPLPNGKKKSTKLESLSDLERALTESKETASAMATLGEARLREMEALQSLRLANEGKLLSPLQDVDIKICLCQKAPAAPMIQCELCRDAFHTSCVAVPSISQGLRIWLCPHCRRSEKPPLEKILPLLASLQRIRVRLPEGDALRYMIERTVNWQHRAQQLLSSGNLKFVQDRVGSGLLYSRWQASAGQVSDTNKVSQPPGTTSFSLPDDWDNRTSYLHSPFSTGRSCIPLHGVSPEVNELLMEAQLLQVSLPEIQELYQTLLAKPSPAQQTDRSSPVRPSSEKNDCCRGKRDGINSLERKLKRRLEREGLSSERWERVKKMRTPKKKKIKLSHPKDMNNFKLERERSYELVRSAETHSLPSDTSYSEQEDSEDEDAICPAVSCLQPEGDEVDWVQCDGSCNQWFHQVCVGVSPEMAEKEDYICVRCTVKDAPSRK
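Measured: NADH fluorescence change, 30 min, RT. System: KDM5BΔAP 200 nM final, H3K4me3 peptide, α-KG, Fe(II), ascorbate, NAD⁺ plus FDH, pH 7.5 HEPES. Compounds: titrated, 10 min pre-incubation with enzyme.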
The depositor's hits bear a star; i = inactive; ? = inconclusive; [ ] = dose if it differs, or a comment. Potency is the fitted concentration of half-maximal effect. Some of the compounds tested. The share of hits here may be higher or lower than overall.

SMILES	KDM5B inh
O=C1Nc2ccc(-c3ccccc3F)cc2C(=O)N2CC[C@H](NS(=O)(=O)c3cccs3)[C@@H]12	-7%
O=C(CCNS(=O)(=O)c1cccc2nonc12)Nc1ccc(F)cc1	11%
COc1cccc(C(c2c(N)[nH]c(=S)[nH]c2=O)c2c(N)[nH]c(=S)[nH]c2=O)c1	-7%
COc1cc(C(F)(F)F)c(C(=O)N(C)c2ccc(Cl)cc2)cn1	17%
CCC(C(=O)N1CCN(Cc2ccc(C)c(C)c2)C(=O)C1)n1cccn1 (stereo not drawn)	-28%
CCOC(=O)c1cc(-c2ccc(C)cc2)n(CC(=O)Nc2ccc(OC)cc2OC)c1C	20%
CCN1CCN(C(=O)c2c(OCC3CC3)cc(=O)n3c2CCCCC3)CC1	-16%
CCn1c(C)cc(C(=O)Cn2nc(C)c(C)c(C#N)c2=O)c1C	3%
COc1cccc(C(=O)COC(=O)c2ccc3c(c2)OCO3)c1	-13%
Nc1nonc1-n1nnc(C(=O)N/N=C/c2ccccc2)c1CSc1ccccc1	9%
CCOC(=O)N1CCN(C(=O)c2ccc3c(c2)N(Cc2ccccc2F)C(=O)c2ccccc2S3(=O)=O)CC1	-14%
CCCCNC(=O)CSc1nc2cc3c(cc2c(=O)n1Cc1ccc(C(=O)NCCc2ccc(OC)c(OC)c2)cc1)OCO3	13%
COCCn1c(SCC(=O)c2ccc(OC)c(OC)c2)nnc1-c1ccc(Cl)cc1	15%
O=C(Nc1cc(-c2ccccc2)[nH]n1)c1ccccc1	-1%
CC(NC(=O)C1CCN(S(=O)(=O)c2ccc(F)cc2)CC1)c1ccccc1 (stereo not drawn)	1%
Cc1nc(N2CCOCC2)[nH]c(=O)c1[N+](=O)[O-]	-15%
CCCOc1ccc(C(F)(F)F)cc1NC(=O)C1CC(=O)N(Cc2ccco2)C1 (stereo not drawn)	0%
Cc1cccc(C)c1NC(=O)CNC(=O)c1c(-c2ccccc2)noc1C	22%
Cc1ccc(C(=O)NNC(=O)C2CCN(S(=O)(=O)c3ccc(C)cc3)CC2)cc1	24%
COc1cc2c(cc1OC)CN(C(=O)/C=C/c1cc(OC)c(OC)c(OC)c1)CC2	?
CCN1CCN(c2csc3ccc(Cl)cc3c2=O)CC1	?
COc1ccccc1-c1nnc(C2CCN(C(=O)c3cccc(C)c3)CC2)o1	-26%
COc1cc(NC(=O)CSc2nc3ncnc(N)c3[nH]2)c(C(=O)O)cc1OC	-25%
Cn1cc(-c2ccc(F)cc2)cc1C(=O)NCCCN1CCCCC1	-19%
Cc1cc(S(=O)(=O)N2CCC(N(C(=O)C3CC3)C3CCOCC3)CC2)ccc1Cl	-10%
N#Cc1cccc(CN[C@@H]2CO[C@H](CNS(=O)(=O)c3ccccc3)[C@H]2O)c1	-6%[86.2 µM]
CC(C)(C)CC(=O)N1CCN2C(=O)c3ccc(Cl)cc3NC(=O)[C@H]2C1	?
CN(C)C(=O)c1cccc2c1CCN2C(=O)Nc1ccc(F)cc1	5%
CCOC(=O)c1ccc(OC(=O)c2ccccc2)cc1	-20%
CC(C)CCNC(=O)CCC(=O)NC(C)(C)C	0%
Cc1ccc(C)c(C(=O)CC2(O)C(=O)N(CN3CCOCC3)c3ccccc32)c1 (stereo not drawn)	44%[activator]
Cc1cc(Nc2cccc(Cl)c2)nc2ccc(NC(=O)c3cccnc3)cc12	?
COc1cc(C(=O)Nc2cc(C)c(O)c(-c3nc4ccccc4s3)c2)cc(OC)c1OC	?
CC(CCN1CCC(C(O)(c2ccccc2)c2ccccc2)CC1)Oc1ccc(C#N)cc1F (stereo not drawn)	18%
Cn1nnc(NC(=S)NC(=O)c2ccccc2)n1	-17%
COc1ccc(-c2nc(CNC(=O)Nc3cc(OC)ccc3OC)c(C)o2)cc1	14%
COc1ccc(S(=O)(=O)Nc2c(NC3CCCCC3)c3ccccc3oc2=O)cc1Cl	-8%
COc1ccc(NC(=O)N2CCC(Oc3ncccc3C(=O)N3CCCCC3)C2)c(C)c1 (stereo not drawn)	15%
CC1=C[C@@H](CN(C)C)[C@H](C(C)C)C[C@H]1Cc1nc2c(C)cccc2[nH]1	24%[86.2 µM]
COc1ccc(C(=O)OCC(=O)N2CCCCCC2)cc1S(=O)(=O)N1CCOCC1	-14%
CC(=O)Nc1ccc(NC(=O)c2nccnc2C(=O)O)cn1	?
COc1cc(NC(=O)CCn2cnc3onc(-c4ccccc4Cl)c3c2=O)cc(OC)c1	7%
CCn1cc(-c2ccc(OC)cc2)cc1C(=O)N1CCC(C)CC1	-13%
O=C(NCC1CCCCC1)c1cccnc1N1CC2CC(C1)[C@H]1CCCC(=O)N1C2 (stereo partly drawn)	?
COC(=O)[C@H](NC(=O)[C@@H]1C[C@H](NC(=O)Nc2ccc(F)cc2F)CN1C(=O)CSC)C(C)C	-9%

Arranged by molecular weight (smallest number first): 3 of the compounds above
SMILES	KDM5B inh
CCn1cc(-c2ccc(OC)cc2)cc1C(=O)N1CCC(C)CC1	-13%
O=C(NCC1CCCCC1)c1cccnc1N1CC2CC(C1)[C@H]1CCCC(=O)N1C2 (stereo partly drawn)	?
COC(=O)[C@H](NC(=O)[C@@H]1C[C@H](NC(=O)Nc2ccc(F)cc2F)CN1C(=O)CSC)C(C)C	-9%

(further entries)
SMILES	KDM5B inh
CC(=O)N1CCN(S(=O)(=O)c2cccc(C(=O)OCc3csc(-c4ccccc4)n3)c2)CC1	13%
Cc1nc(CSc2ccccc2C(=O)N2CC=C(c3ccccc3)CC2)cs1	-1%
O=C(CNc1ccc(C(F)(F)F)cc1)NCc1ccc(Cl)cc1	-16%
COc1ccc(CNC(=O)NCc2noc3ccc(C)cc23)cc1	11%
O=C(NCc1nnc2ccc(-c3ccccc3)nn12)c1ccc(F)cc1	32µM*
CCCNC(=O)N(C1CCOCC1)C1CCN(C(=O)Nc2c(F)cccc2F)CC1	-6%
O=C(Nc1ccccc1C(F)(F)F)Nc1c(NC2CCCC2)c2ccccc2oc1=O	0%
N#C/C(=C/NC(=O)c1ccccc1)C(=O)N1CCOCC1	9%
O=C(c1ccccc1Cl)N1CCC2(CC1)NC(=O)N(c1cccc(Cl)c1)N2	-18%
CC(C)=CC(=O)NC12CC3CC(CC(C3)C1)C2	20%
Cc1c(CCC(=O)O)c(=O)oc2c(C)c3occ(-c4ccc(Cl)cc4)c3cc12	?
COc1ccc2c(/C=N/NS(=O)(=O)c3ccc(C)cc3)c[nH]c2c1	5%
COc1cc(NC(=O)c2cnc(NCc3ccc4c(c3)OCO4)nc2C)cc(OC)c1	?
COc1cccc(NC(=O)CSc2nnc(-c3cccc(OC)c3)o2)c1	-10%
COC(=O)N1CCn2cc(C(=O)N3CCOCC3)nc2C1	8%[149 µM]

An excerpt from above in order of the KDM5B inh value, low to high:
SMILES	KDM5B inh
COc1cccc(NC(=O)CSc2nnc(-c3cccc(OC)c3)o2)c1	-10%
CCCNC(=O)N(C1CCOCC1)C1CCN(C(=O)Nc2c(F)cccc2F)CC1	-6%
N#C/C(=C/NC(=O)c1ccccc1)C(=O)N1CCOCC1	9%
CC(=O)N1CCN(S(=O)(=O)c2cccc(C(=O)OCc3csc(-c4ccccc4)n3)c2)CC1	13%
CC(C)=CC(=O)NC12CC3CC(CC(C3)C1)C2	20%

The listing continues:
SMILES	KDM5B inh
Cc1ccc(N2CCN(S(=O)(=O)c3ccc4oc(=O)ccc4c3)CC2)c(C)c1	-1%
O=C(CN1CCN(S(=O)(=O)N2CCCC2)CC1)NCc1ccccc1F	73%[activator]
Cc1cccc(CN2CCN(C(=O)c3n[nH]c(=O)c4ccccc34)CC2)c1	8%
CCN(CC)CCNC(=O)CN1N=C(c2ccc(OC)cc2)CCC1=O	-2%
COC(=O)CNC(=O)N1CCC2(CC1)CC(N(Cc1ccc(F)cc1)C1CC1)CCO2 (stereo not drawn)	-4%
COc1ccc(C)cc1N(C)C(=O)Cn1nc(Cc2ccncc2)c2ccccc2c1=O	-6%
CCOc1ccc(OCC)c(NC(=O)CCC(=O)N2CCOc3ccccc32)c1	7%
O=C(COc1ccc(Cl)cc1)Nc1nnc(S(=O)(=O)N2CCc3ccccc32)s1	8%
NC(=O)[C@@H](Cc1c[nH]c2ccccc12)NC(=O)[C@H]1CN(C(=O)c2cccc(F)c2)CCN1C(=O)C1CCNCC1	58%[activator]
Cc1ccc(-c2nnc(Nc3ccc(Br)cc3)c3ccccc23)cc1S(=O)(=O)N1CCOCC1	?
Cc1ccc(-c2noc(-c3ccccc3NC(=O)C3CC(=O)N(c4ccc(C)cc4)C3)n2)cc1 (stereo not drawn)	-25%
[O-][n+]1ccccc1SCC1CCCCC1	22%
O=C(COCc1cc(-c2ccc(F)cc2)on1)Nc1cccc(Cl)c1Cl	-8%
COc1cc(CNC(=O)[C@@H]2C[C@@H](c3ccc(F)cc3)N(Cc3ccccc3)C2)cc(OC)c1	-13%
Cc1oc2cc(OCC(=O)Nc3nccs3)ccc2c(=O)c1-c1ccc(Cl)cc1	-14%

Fetched one by one from above, three records:
SMILES	KDM5B inh
CC(CCN1CCC(C(O)(c2ccccc2)c2ccccc2)CC1)Oc1ccc(C#N)cc1F (stereo not drawn)	18%
O=C(Nc1cc(-c2ccccc2)[nH]n1)c1ccccc1	-1%
COc1cc(C(F)(F)F)c(C(=O)N(C)c2ccc(Cl)cc2)cn1	17%

Next records
SMILES	KDM5B inh
O=C(Nc1c(C(=O)N2CCN(c3ccccc3)CC2)oc2ccccc12)c1ccccc1F	?
CC1=C(c2ccc(C)cc2)S(=O)(=O)N(Cc2ccc(C(=O)Nc3ccc(C)c(F)c3)cc2)C1=O	?
CN(C)c1ccc2ncc(Nc3ccccc3-c3ccccc3)n2n1	21%[86.2 µM]
O=C(c1ccco1)N1CCCC(c2nc3c(nnn3Cc3ccccc3)c(=O)[nH]2)C1 (stereo not drawn)	14%
O=C(Cc1n[nH]c(=O)c2ccccc12)OCC(=O)N(Cc1ccccc1)Cc1ccccc1	-20%
COc1cc(/C=C/c2nc(C#N)c(N3CCCC3)o2)cc(OC)c1OC	i
O=C(CCC1CCCC1)N1CCN(C(=O)c2cc(=O)c3ccccc3o2)CC1	11%
CCn1c(C)cc(-c2csc(NCc3ccccc3OC)n2)c1C	-11%
CCc1cc(CC)n(-c2nc3c(c(=O)n(Cc4ccccc4F)c(=O)n3C)n2CC)n1	4%
Cc1cccc(NC(=O)CSc2nc(-c3cccs3)cc(C(F)(F)F)c2C#N)c1C	5%
CC(C)C1C(=O)NCCN1C(=O)c1coc(COc2ccc3c(c2)OCO3)n1 (stereo not drawn)	-11%
Cc1ccc(-c2cc(C(=O)NCCCn3ccnc3)c3ccccc3n2)cc1	?
NC(=O)N1CCCC(C(=O)NCCCn2nccc2C2CC2)C1 (stereo not drawn)	14%
N#Cc1cccc(CN2CCOC[C@H]2c2ncc(-c3ccc(Cl)cc3)[nH]2)c1	-14%[86.2 µM]
N#CCc1nc(-c2ccc3c(c2)OCCO3)cs1	20%
CN(Cc1ccccc1)[C@@H]1[C@H](O)[C@H](CO)O[C@@H]1CNC(=O)Nc1ccc(F)cc1F	8%
COc1ccccc1CNC(=O)C1CCN(C(=O)N2CC3CC(C2)[C@H]2CCCC(=O)N2C3)CC1 (stereo partly drawn)	-18%
CCC(CC)NC(=O)CCC1CCN(C(=O)c2ccccc2Cl)CC1	-12%
CC(C)Cc1cn(C2CCN(CC(C)c3ccccc3)CC2)nn1 (stereo not drawn)	-19%
COc1cc2c(=O)n(CCC(=O)NCC3CCCO3)c(=O)n(CC(=O)Nc3c(C)cccc3C)c2cc1OC (stereo not drawn)	7%
Cc1cc(F)ccc1NC(=O)c1nn(-c2ccccc2)c(=O)c2ccccc12	3%
CCS(=O)(=O)N1CC[C@H]2C(=O)NCCCCCN(Cc3cccnc3)[C@@H]2C1	?
O=C(N1CCSCC1)C1(c2ccc(Cl)cc2)CCOCC1	-8%[149 µM]
O[C@@H]1CC(CNCc2nccs2)(COc2cccnc2)C[C@@H]1O (stereo partly drawn)	?
COc1cc(NS(=O)(=O)c2ccc(-c3cnc(C4CC4)o3)cc2)cc(OC)c1	11%
COc1ccccc1Oc1ccc(NC(=O)C2CCN(S(C)(=O)=O)CC2)cc1	18%
O=C(NC1CCCCC1)[C@@H]1C[C@@H](O)CN1C1CCN(C(=O)c2ccc3c(c2)OCO3)CC1	14%
COC(=O)c1ccccc1SCC(=O)Nc1cccc2c(=O)[nH][nH]c(=O)c12	10%
CCOC(=O)N1CCN(Cc2cc(=O)oc3c(C)cc(C)cc23)CC1	13%
CC(=O)Oc1c(-c2ccc(NC(=O)c3ccco3)cc2)c(-c2cccc(C)c2)nn1-c1ccc(F)cc1	?
Cc1ccsc1C(=O)NN=C1CCCCCC1	-9%
O=C(CN1C(=O)CCC1=O)N1CCCCCCn2c(nnc2-c2ccc(F)cc2)CC1	-12%
COc1ccc2oc(=O)c(C(=O)NCCc3c(C)[nH]c4ccc(F)cc34)cc2c1	-12%
COc1ccc(CN2CC3(Cc4ccccc4NC3=O)C2)cc1	8%[149 µM]
CCOc1cc(=O)n2c(c1C(=O)Nc1ccc(F)c(C)c1)CCCC2	26%
Cc1nn2c(c1-c1ccnn1C(C)C)N(C(=O)Cc1cccc(F)c1)CCC2	8%[86.2 µM]
CCc1cccc(C)c1NC(=O)Cn1nc2n(c1=O)CCCCC2	-27%
CCn1cc(C(=O)N[C@@H]2CN(c3ncccn3)C[C@H]2CO)cn1	?
CCC(C)NCC(=O)Nc1ccc([N+](=O)[O-])cc1C(=O)Nc1ccccc1F (stereo not drawn)	-14%
O=C(Nc1cccc(F)c1)N1CCCC(Cn2c(C3CC3)nc3cccnc32)C1 (stereo not drawn)	19%
COc1ccc(OCC(=O)Nc2ccc3c(c2)nc(CCn2nc(C)cc2C)n3C)cc1	-11%
O=C1CC(c2nnc(Cc3c(F)cccc3Cl)o2)CN1c1ccccc1 (stereo not drawn)	-3%
COc1cccc(CNC(=O)c2cc3c(=O)oc4ccc(C)cc4c3s2)c1	-13%
CNCCCCOc1ccc(Cc2ccccc2)cc1	?

Bioassay records deposited in PubChem BioAssay by National Center for Advancing Translational Sciences (NCATS).
